# AmpC inh detg = AmpC beta-lactamase inhibition with detergent present; P00811; AmpC hydrolysis of nitrocefin, absorbance 480 nm, 0.01% Triton; Potency, µM (titrated, usually from 114 µM), inactives show top-dose activity change, negative = inhibition, hits mostly inhibitors; 0.041% of 370,000 active; AID 485294;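 note: potency is the fitted concentration of half-maximal effect; 0% = no-compound wells and -100% = no-enzyme wells; nearly all actives have a fitted effect of over 25% in size; some results filed as inactive show a strong effect at the top dose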
# Target sequence (P00811 whole entry, looked up): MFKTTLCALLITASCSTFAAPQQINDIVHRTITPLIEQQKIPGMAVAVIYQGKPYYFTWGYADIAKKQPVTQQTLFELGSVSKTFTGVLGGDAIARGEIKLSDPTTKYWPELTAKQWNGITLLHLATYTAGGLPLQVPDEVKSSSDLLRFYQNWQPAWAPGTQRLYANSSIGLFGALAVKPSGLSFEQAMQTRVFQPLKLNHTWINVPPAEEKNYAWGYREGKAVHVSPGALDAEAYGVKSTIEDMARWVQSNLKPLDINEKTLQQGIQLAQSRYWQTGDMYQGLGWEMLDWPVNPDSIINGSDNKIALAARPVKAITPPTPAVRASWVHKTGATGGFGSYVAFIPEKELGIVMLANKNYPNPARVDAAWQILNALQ
#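 20 mM phosphate pH 7.0 + 0.01% (detergent screen) or 0.0001% Triton X-100; 5.3 nM AmpC reagent; cpd preinc 15 min RT; nitrocefin (800 uM stock) to start; A480 q20 s × 4 min; Activity was normalised to no-enzyme and no-compound control wells.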
# AmpC no deterg = blocks E. coli AmpC beta-lactamase in detergent-free assay | P00811 | AmpC nitrocefin hydrolysis, absorbance 480 nm, 0.0001% Triton | Potency, µM (top dose mostly 57.1 µM), for the others: at the top dose activity change, negative = inhibition, most hits filed as inhibitors | 0.52% of 330,000 active;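 note: potency is the fitted concentration of half-maximal effect; plate controls were no compound for no effect and no enzyme for full effect; nearly all actives have a fitted effect of over 20% in size; some results filed as inactive show a strong effect at the top dose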
#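 AmpC (5.3 nM in the dispensed reagent) in 20 mM phosphate pH 7.0 with 0.01% (detergent screen) or 0.0001% Triton X-100 was preincubated with compounds for 15 min at room temperature. Nitrocefin was then added from an 800 uM solution, and hydrolysis was followed at 480 nm.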
# HCMV inh = blocks human cytomegalovirus replication; 4.5% of 410,000 active; HFF cells, HCMV-luciferase reporter, 72 h; hits give low values; AID 1259415; activity change, negative = inhibition, % at 57.5 µM; in the data active = activity change below about -60%; inconclusive = no clear call, values can overlap the other calls; inactive = above about -39%
#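 Two compound doses tested in HFFs infected with HCMV-luciferase, MOI 1 PFU/cell, 72 h at 37C. Lysate luminescence read with OneGlo; data normalized against buffer-only and 10uM Salinomycin inhibitor controls.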
# AMA1-RON2 inh = inhibitors of Plasmodium falciparum AMA1-RON2 interaction; AlphaScreen AMA1-biotinylated RON2 peptide binding; Potency, µM (titrated, usually from 58.2 µM), without a hit: at the highest dose activity change, negative = inhibition, hits mostly inhibitors; 0.2% of 360,000 active; AID 720542;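 note: potency is the fitted concentration of half-maximal effect; 0% = vehicle wells and -100% = peptide control; nearly all actives have a fitted effect of over 45% in size; some results filed as inactive show a strong effect at the top dose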
#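 AMA1 (3D7) with his tag at 25 nM final met compounds first, then biotinylated RON2 peptide at 25 nM; detection used donor plus acceptor beads, 10 µg/mL apiece, read by AlphaScreen after 30 min at room temperature.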
# LmPK inhibitor = inhibitors of Leishmania mexicana pyruvate kinase; Potency, µM (highest dose often 57.5 µM), for inactives: top-dose activity change, negative = inhibition, actives largely listed as inhibitors; AID 1721; 0.37% of 290,000 active; Q27686; purified LmPK, Kinase-Glo ATP luminescence, 1 h; note: potency is the fitted concentration of half-maximal effect
# Target sequence (Q27686 whole entry, looked up): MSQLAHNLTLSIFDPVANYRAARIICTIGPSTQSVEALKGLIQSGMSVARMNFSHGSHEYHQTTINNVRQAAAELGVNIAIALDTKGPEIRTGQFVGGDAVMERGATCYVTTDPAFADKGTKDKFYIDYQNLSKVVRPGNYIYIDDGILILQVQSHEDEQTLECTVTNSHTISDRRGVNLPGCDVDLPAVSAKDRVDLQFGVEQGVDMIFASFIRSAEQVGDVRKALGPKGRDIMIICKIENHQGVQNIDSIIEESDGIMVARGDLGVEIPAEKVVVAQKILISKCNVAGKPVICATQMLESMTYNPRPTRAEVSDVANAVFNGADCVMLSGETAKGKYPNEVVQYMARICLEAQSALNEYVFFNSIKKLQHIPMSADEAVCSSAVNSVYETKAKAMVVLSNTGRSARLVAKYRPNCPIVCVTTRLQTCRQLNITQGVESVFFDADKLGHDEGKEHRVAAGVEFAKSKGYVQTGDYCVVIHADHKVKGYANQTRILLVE
#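 ATP generated from ADP (0.1 mM) and PEP (0.5 mM) by 0.1 nM LmPK over 1 h at room temperature (pH 7.2 imidazole buffer) was detected by coupled luciferase luminescence. Values were normalized to uninhibited and no-enzyme wells.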
# Sm TGR inh = S. mansoni TGR enzyme inhibition; Q962Y6; purified TGR, DTNB reduction, TNB absorbance 405 nm; Potency, µM (titrated, usually from 114 µM), for the others: at the highest dose activity change, negative = inhibition, hits mostly inhibitors; 3% of 360,000 active; AID 485364; note: potency is the fitted concentration of half-maximal effect; nearly all actives have a fitted effect of over 60% in size
#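 TGR 20 nM + NADPH 100 uM (dispensed conc.), cpd preinc 15 min RT; start with NADPH (500 uM addition) then DTNB (15 mM addition). Kinetic TNB absorbance, 405 nm filter. Four-parameter Hill fit across titration.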
# TbPYK inhibitor = inhibitors of Trypanosoma brucei pyruvate kinase. Q57TT1. TbPYK enzyme, Kinase-Glo Plus ATP luminescence, 45 min. Potency, µM (highest dose often 76.8 µM), without a hit: at the top dose activity, negative = inhibition, most hits filed as inhibitors. 0.12% of 410,000 active. AID 624173; note: potency is the fitted concentration of half-maximal effect; nearly all actives have a fitted effect of over 50% in size
#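 In this concentration-response screen, enzyme-free wells defined baseline while DMSO plates tracked drift. Each reaction combined TbPYK, substrate, compound and 130 uM ADP for 45 min at room temperature. Kinase-Glo Plus luminescence gave the signal.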
# * hit, by the source's call; ? = inconclusive; nt = not tested or not shown; & = joins results of further samples; [ ] = dose if it differs, or a comment. Unless noted, calls come from the whole dose curve; as a rule, active = well fitted curve in the direction sought with a large enough effect; inconclusive = small, poorly fitted or top-dose-only effect, or another doubt; inactive = no such curve, though single readings can be large; an effect the other way counts as inactive or inconclusive. Unless noted, % is set by controls: 0 for no effect and ±100 for the full control effect. Random draw from the library; 7.4% or so of the library scored in one or more.
SMILES,AmpC inh detg,AmpC no deterg,HCMV inh,AMA1-RON2 inh,LmPK inhibitor,Sm TGR inh,TbPYK inhibitor
NC(=O)CSc1ncc(-c2ccc([N+](=O)[O-])cc2)[nH]1,1%,-12%,-34,-7%,-1%,4%,0%
Cc1cc(C(=O)N(C)Cc2ccc(Br)cc2)no1,-8%,-11%,17,-1%,3%,3%[11.4 µM],-4%
Cc1ccc(NC(=O)CN2CCC(NC(=O)C3CCCCC3)CC2)c(Br)c1,?,-8%,?,10%,-2%,-14%,10%
CCN(CC)C(=O)COc1ccc(S(=O)(=O)N2CCOCC2)cc1,-4%,-15%,15,3%,-3%,10%,-5%
CC(=O)Nc1ccc(N=C(C2=C(O)c3ccccc3C2=O)c2ccccc2)cc1,1%,48%,103,9%,1%,-10%,6%
Cc1nnsc1S(=O)c1ccc(Cl)c(Cl)c1 (stereo not given),?,-7%,?,-5%,-1%,?,1%
COc1ccc(C(c2nnnn2-c2ccc(OC)cc2)N2CCC3(CC2)C(=O)NCN3c2ccccc2)cc1 (stereo not given),nt,nt,-18,-24%,nt,nt,6%
CC(=O)N1c2ccc(S(=O)(=O)NCC3CCC(C(=O)Nc4cc(C)ccc4C)CC3)cc2CC1C (stereo not given),11%,nt,-16,nt,nt,4%,5%
Cc1cccc(C)c1NC(=O)COC(=O)/C=C/c1ccc(S(=O)(=O)N2CCOCC2)cc1,nt,37%,-2,-6%,nt,nt,2%
O=C(COC(=O)c1cccc(S(=O)(=O)N2CCCC2)c1)Nc1ccccc1,-4%,-42%,-13,-10%,3%,-12%,3%
Cc1ccc(Nc2n[nH]c(C)c2[N+](=O)[O-])cc1C,-2%,-26%,116,-1%[11.6 µM],-7%,-2%,-1%
N/C(=N\OC(=O)c1cc(Cl)ccc1Cl)c1cccnc1,-7%,-12%,222,0%,0%,2%,0%
COCCNC(=O)CSc1nc2cc3c(cc2c(=O)n1CCCC(=O)NCCc1ccc(OC)c(OC)c1)OCO3,-7%&1%,27%,42&-3,3%,-1%,-2%&6%,-1%&-6%
Cn1c(=O)c([N+](=O)[O-])c(NCc2ccccc2)c2ccccc21,?,-44%,16,-1%,1%,0%,-4%
CC(C)C(c1nnnn1CCc1ccccc1)N1CCOCC1 (stereo not given),-1%,4%,8,-19%,-2%,-4%,2%
CN1CCN(Cc2nc3ccccc3n2C)CC1CCO (stereo not given),4%,-1%,50,61%[activator],1%,?,-15%
COc1ccc(S(=O)(=O)N2CCC(C(=O)N[C@@H](C)C(=O)NCc3cccnc3)CC2)cc1,nt,nt,12,-2%,nt,nt,0%
COc1ccc(C(=O)N2CCN(S(=O)(=O)c3ccccc3)CC2)c(OC)c1,-16%,-1%,12,5%,7%,1%,3%
CN(C)S(=O)(=O)N1CCN(CC(O)COc2ccc(C(=O)c3ccccc3)cc2)CC1 (stereo not given),0%,166%[activator],?,-4%,-1%,-4%,-20%
COc1ccc(-n2nnnc2SCC(=O)c2cc3ccccc3o2)cc1,?,-25%,-12,?,5%,4%,-11%

# In a second layout: 13 of the compounds above.
# Every second line gives: AmpC inh detg	AmpC no deterg	HCMV inh	AMA1-RON2 inh	LmPK inhibitor	Sm TGR inh	TbPYK inhibitor
- COc1ccc(C(c2nnnn2-c2ccc(OC)cc2)N2CCC3(CC2)C(=O)NCN3c2ccccc2)cc1 (stereo not given)
  nt	nt	-18	-24%	nt	nt	6%
- CC(=O)N1c2ccc(S(=O)(=O)NCC3CCC(C(=O)Nc4cc(C)ccc4C)CC3)cc2CC1C (stereo not given)
  11%	nt	-16	nt	nt	4%	5%
- Cc1cccc(C)c1NC(=O)COC(=O)/C=C/c1ccc(S(=O)(=O)N2CCOCC2)cc1
  nt	37%	-2	-6%	nt	nt	2%
- O=C(COC(=O)c1cccc(S(=O)(=O)N2CCCC2)c1)Nc1ccccc1
  -4%	-42%	-13	-10%	3%	-12%	3%
- Cc1ccc(Nc2n[nH]c(C)c2[N+](=O)[O-])cc1C
  -2%	-26%	116	-1%[11.6 µM]	-7%	-2%	-1%
- N/C(=N\OC(=O)c1cc(Cl)ccc1Cl)c1cccnc1
  -7%	-12%	222	0%	0%	2%	0%
- COCCNC(=O)CSc1nc2cc3c(cc2c(=O)n1CCCC(=O)NCCc1ccc(OC)c(OC)c1)OCO3
  -7%&1%	27%	42&-3	3%	-1%	-2%&6%	-1%&-6%
- Cn1c(=O)c([N+](=O)[O-])c(NCc2ccccc2)c2ccccc21
  ?	-44%	16	-1%	1%	0%	-4%
- CC(C)C(c1nnnn1CCc1ccccc1)N1CCOCC1 (stereo not given)
  -1%	4%	8	-19%	-2%	-4%	2%
- CN1CCN(Cc2nc3ccccc3n2C)CC1CCO (stereo not given)
  4%	-1%	50	61%[activator]	1%	?	-15%
- COc1ccc(S(=O)(=O)N2CCC(C(=O)N[C@@H](C)C(=O)NCc3cccnc3)CC2)cc1
  nt	nt	12	-2%	nt	nt	0%
- COc1ccc(C(=O)N2CCN(S(=O)(=O)c3ccccc3)CC2)c(OC)c1
  -16%	-1%	12	5%	7%	1%	3%
- CN(C)S(=O)(=O)N1CCN(CC(O)COc2ccc(C(=O)c3ccccc3)cc2)CC1 (stereo not given)
  0%	166%[activator]	?	-4%	-1%	-4%	-20%

# Next part.
SMILES,AmpC inh detg,AmpC no deterg,HCMV inh,AMA1-RON2 inh,LmPK inhibitor,Sm TGR inh,TbPYK inhibitor
CC1(C)CN2C(=O)c3ccccc3C2(C)S1 (stereo not given),?,-12%,-9,-5%,-5%,-7%,2%
COc1cccc(-c2ccc(NC(=O)C3CCCN(Cc4cnc(C)n4C)C3)cc2)c1 (stereo not given),?,188%[activator],?,8%,2%,2%,2%
COc1ccc(CNC(=O)C(NS(=O)(=O)c2ccc3c(c2)CCCN3C(C)=O)C(C)C)cc1 (stereo not given),-10%,0%,8,0%,3%,-1%,1%
COc1ccc(Cc2nc3ccccc3n2Cc2ccccc2C)cc1,1%,nt,-25,nt,nt,1%,3%
CC(C)CCOP(=O)(c1ccc(N(C)C)cc1)C(O)c1ccccc1 (stereo not given),-7%,56%,5,4%,14%,-6%,-3%
Cc1ccc(-c2cccc(C(=O)NCCc3ccccc3)n2)c2ccccc12,-10%,-13%,35,-3%,2%,-11%,0%
Cc1ccc2c(c1)C1CN(C)CCC1N2S(=O)(=O)c1ccc(C#N)cc1 (stereo not given),5%,26%,47,2%,nt,-1%,-8%
COc1ccc(S(=O)(=O)N(C)C[C@H]2Oc3ccc(NC(=O)NC4CCCCC4)cc3C(=O)N([C@H](C)CO)C[C@@H]2C)cc1,nt,186%[activator],-11,?,nt,nt,4%
O=C(Nc1ccc2oc(-c3ccc4ccccc4c3)nc2c1)c1cc(Br)ccc1Cl,-6%,nt,52,nt,nt,-9%,1%
O=C(NC1CCCC1)C(c1ccc(F)cc1)N(Cc1ccc(Cl)cc1)C(=O)CCl (stereo not given),?,1%,-36,4%,1%,2.8µM*,-4%
O=C(CCNS(=O)(=O)c1ccccc1)NNC(=O)COc1ccc(Cl)cc1,7%,-10%,-24,94%[activator],nt,6%,2%
CCCN(CCC)C(=O)NC1CC(=O)N(c2ccc(OC)cc2)C1 (stereo not given),?,-1%,10,-3%,-1%,7%,2%
COCCN(C(=O)CSc1nncn1-c1ccccc1)c1c(N)n(Cc2ccccc2)c(=O)[nH]c1=O,3%,-44%,-9,11%,-6%,-7%,1%
O=C(Cc1ccc(-n2c(=O)c3ccccc3n(Cc3ccc(F)cc3)c2=O)cc1)NCC1CCCO1 (stereo not given),-4%,111%[activator],-25,6%,2%,-3%,-1%
Cc1cc(S(=O)(=O)NCc2ccccc2)ccc1OCC(=O)NCc1ccccn1,0%,0%,30,-1%,0%,1%,-4%
O=C(/C=C/c1ccccc1)Nc1cc(S(=O)(=O)N2CCOCC2)ccc1N1CCOCC1,-3%,139%[activator],-2,-8%,nt,?,-17%
Cc1ccc(N(C)S(=O)(=O)c2csc(C(N)=O)c2)cc1C,-12%,-11%,-38,-3%,-3%,10%,6%
Cc1ccc(-n2nc(C)c3c2OC(N)=C(C#N)C3c2ccco2)cc1 (stereo not given),-8%,-24%,90,?,-1%,40µM*,-22%
CC(C)[C@H](NC(=O)N1CCn2c1nc1ccccc12)C(=O)NC1CCCCC1,-8%,128%[activator],-39,72%[activator],5%,-16%,3%
CCCCNC(=O)Cc1ccc(C)cc1,-9%,-7%,-35,17%[11.6 µM],3%,-9%,-10%
Cc1sc(NC(=O)c2cc(-c3ccc(Cl)cc3)nc3ccccc23)c(C(N)=O)c1C,0%,-15%,-34,2%,4%,-18%,-14%
CC(C)NC(=O)N1Cc2cc(C(=O)NC3CCC3)nc(-c3cccc(-c4cncnc4)c3)c2[C@H]1CCO,nt,nt,2,5%,nt,nt,4%
Cc1ccc(NC(=O)C(=O)NCc2ccc(/C=N/NC(=O)c3c(C)nc4ccccn34)o2)cc1,-1%,178%[activator],28,34%[activator],-9%,0%,-1%
COc1ccccc1C(=O)Nc1ccc(S(=O)(=O)N2CCOCC2)cc1,-2%,1%,-29,10%,2%,14%,1%
Cc1oc2ncn(CC(C)C)c(=O)c2c1C(=O)NCCc1ccccc1,17%,nt,28,nt,nt,-2%,-5%
COc1cc(Cl)ccc1OCc1cc(C(=O)N(C)Cc2cccc3cnccc23)no1,5%,105%[activator],?,-7%,-1%,?,-9%
O=C(NCc1nnc2c(C(F)(F)F)cc(Cl)cn12)c1cccnc1,4%,-5%,-15,1%,2%,1%,-4%
Cc1ccc(C2NC(=O)c3sc(=S)n(-c4ccccc4)c3N2)cc1 (stereo not given),-12%,-31%,?,1%,-2%,1%[57.1 µM],-17%

# Screening data from PubChem.
